Bioassay records: PubChem, several laboratories
PriA SSB inh = K. pneumoniae PriA-SSBct interaction inhibition. AlphaScreen SSBct-PriA binding, biotinylated peptide. inhibition, % at 33 µM. hit rate 0.6% among 430,000. AID 1272365; in the data active = inhibition mostly above about 37%, no sharp cut-off; inactive = mostly below about 20%;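 note: plate controls were negative control peptide for no effect and reference peptide for full effect; strong numbers were not always called active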
DUSP3 inh = inhibitors of human VHR1 phosphatase (DUSP3). recombinant VHR phosphatase, pNPP absorbance. hit rate 0.52% among 290,000. inhibition, % at 13.3 µM. AID 1654; in the data active = inhibition above about 50%; note: some compounds called inactive have numbers as strong as hits
Target sequence (P51452 whole entry, looked up): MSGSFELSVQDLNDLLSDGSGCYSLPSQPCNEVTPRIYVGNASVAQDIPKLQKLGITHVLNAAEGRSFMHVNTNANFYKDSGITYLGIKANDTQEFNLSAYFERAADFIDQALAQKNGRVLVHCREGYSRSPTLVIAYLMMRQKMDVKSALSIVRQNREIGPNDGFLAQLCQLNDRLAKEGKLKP
FBA Mtb inh = inhibits M. tuberculosis FBA enzyme. purified M. tuberculosis FBA, fluorescence read-out. inhibition, % at 1 µM. hit rate 2.3% among 360,000. AID 588726; in the data active = inhibition above about 27%;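 note: 0% = vehicle and 100% = reference inhibitor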
Target sequence (P9WQA3 whole entry, looked up): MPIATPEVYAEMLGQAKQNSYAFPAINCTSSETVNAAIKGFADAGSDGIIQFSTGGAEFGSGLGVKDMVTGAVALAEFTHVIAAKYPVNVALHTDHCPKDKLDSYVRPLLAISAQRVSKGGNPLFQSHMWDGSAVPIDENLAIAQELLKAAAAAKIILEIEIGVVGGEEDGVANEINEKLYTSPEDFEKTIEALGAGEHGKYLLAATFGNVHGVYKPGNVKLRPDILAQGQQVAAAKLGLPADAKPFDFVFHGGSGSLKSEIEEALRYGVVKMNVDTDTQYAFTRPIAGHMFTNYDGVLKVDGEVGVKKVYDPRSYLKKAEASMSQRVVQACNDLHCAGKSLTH
MazF activator = increases E. coli MazEF RNase cleavage of RNA. P0AE70. FAM/BHQ RNA-DNA oligo cleavage fluorescence, 5 h. activation, % at 20 µM. hit rate 0.32% among 350,000. AID 504720; in the data active = activation above about 50%
Target sequence (P0AE70 whole entry, looked up): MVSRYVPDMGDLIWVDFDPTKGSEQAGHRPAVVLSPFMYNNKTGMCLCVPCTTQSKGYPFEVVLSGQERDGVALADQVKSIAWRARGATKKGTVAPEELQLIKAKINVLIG
GDH-TPI counter = counter-screen for M. tuberculosis FBA inhibitors: GDH-TPI coupled enzymes. GDH-TPI coupled enzyme counterscreen, NADH absorbance. inhibition, % at 4.8 µM. hit rate 1.2% among 360,000. AID 588335; in the data active = inhibition above about 30%;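 note: 0% = DMSO wells and 100% = wells lacking the enzyme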
3CLpro inhibitor = SARS-CoV 3CLpro protease inhibition | recombinant SARS-CoV 3CLpro, quenched FRET peptide cleavage | inhibition, % at 6 µM | hit rate 0.14% among 290,000 | AID 1706; in the data active = inhibition above about 12%
Vc quorum ag = quorum light induction in luxS cqsA deficient V. cholerae. V. cholerae BH1578 lux reporter, luminescence, 6 h. hit rate 0.16% among 350,000. activation, % at 18.7 µM; in the data active = activation mostly above about 9.7%, no sharp cut-off; note: not every result past the cut was called active; inactives centre near 0; reference of the scale not given here
BioA inh = BioA (M. tuberculosis) enzyme inhibition | purified M. tuberculosis BioA enzyme, plate reader | inhibition, % at 9.99 µM | hit rate 0.096% among 360,000 | AID 602481; in the data active = inhibition above about 40%
UGM FP inh = Mtb UDP-galactopyranose mutase inhibition | purified UGM, fluorescence polarization probe displacement | P9WIQ1 | hit rate 0.06% among 320,000 | inhibition, % at 10 µM; in the data active = inhibition above about 10%, passing the limit was not always enough
Target sequence (P9WIQ1 whole entry, looked up): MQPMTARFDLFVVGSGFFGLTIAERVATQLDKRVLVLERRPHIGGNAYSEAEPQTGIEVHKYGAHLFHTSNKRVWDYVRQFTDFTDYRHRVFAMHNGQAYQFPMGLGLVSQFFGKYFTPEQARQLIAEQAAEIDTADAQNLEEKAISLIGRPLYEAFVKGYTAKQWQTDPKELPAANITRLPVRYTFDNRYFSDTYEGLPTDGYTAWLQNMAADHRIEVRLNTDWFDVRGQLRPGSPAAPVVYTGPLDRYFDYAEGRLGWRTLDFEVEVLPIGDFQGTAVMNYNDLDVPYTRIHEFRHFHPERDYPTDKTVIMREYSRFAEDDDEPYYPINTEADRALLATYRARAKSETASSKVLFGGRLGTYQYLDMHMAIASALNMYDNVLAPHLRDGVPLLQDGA
Rv3671c protease = inhibits the M. tuberculosis serine protease Rv3671c; P9WHR9; hit rate 0.048% among 320,000; inhibition, % at 5.96 µM; AID 2606; in the data active = inhibition above about 38%;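 note: extracellular domain of Rv3671c used as enzyme; 0% = enzyme with DMSO and 100% = no enzyme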
* hit, by the source's call. A portion of the library; count on the stated rates, not on these rows.

CCOC(=O)C1=C(C)NC(=O)NC1c1ccc(Cl)cc1Cl (centres undefined) was read as PriA SSB inh -22, DUSP3 inh -22, FBA Mtb inh 3, MazF activator 7, GDH-TPI counter 4, 3CLpro inhibitor 2, Vc quorum ag -0.2, UGM FP inh -2.4 and Rv3671c protease -6.
Screening NS(=O)(=O)c1ccc(CNS(=O)(=O)c2ccc(Cl)nc2)cc1 returned PriA SSB inh -2, DUSP3 inh 30, FBA Mtb inh -1, MazF activator 0, GDH-TPI counter 0, 3CLpro inhibitor -1, Vc quorum ag -0.1, BioA inh 0.4, UGM FP inh 0.3 and Rv3671c protease 2.
Screening COc1ccc(OCC(=O)Nc2ccc(N3CCC(C)CC3)cc2)cc1 returned PriA SSB inh -10, DUSP3 inh 30, FBA Mtb inh -1, MazF activator 9, GDH-TPI counter -3, 3CLpro inhibitor 3, Vc quorum ag -1.2, BioA inh 2.7, UGM FP inh -3.4 and Rv3671c protease -7.
For Cc1cc(OCC(=O)N2CCC[C@@H]2C(=O)O)c2c(C)c(C)c(=O)oc2c1 the results were PriA SSB inh -9, DUSP3 inh 9, FBA Mtb inh 84*, MazF activator 3, GDH-TPI counter 8, 3CLpro inhibitor -5, Vc quorum ag -0.4, BioA inh -0.7, UGM FP inh -3.5 and Rv3671c protease -3.
Screening CCC(C)NC(=O)c1ccc(CN2CCc3ccccc3C2)cc1 (centres undefined) returned PriA SSB inh 2, DUSP3 inh 20, FBA Mtb inh -2, MazF activator 2, GDH-TPI counter 5, 3CLpro inhibitor 0, Vc quorum ag inactive, BioA inh -1.0, UGM FP inh -0.3 and Rv3671c protease -6.
C/C(CC(=O)NCc1ccco1)=N\NC(=O)c1ccc([N+](=O)[O-])cc1Cl was read as DUSP3 inh -7, FBA Mtb inh 0, MazF activator 7, GDH-TPI counter 2, 3CLpro inhibitor 0, Vc quorum ag inactive, BioA inh 0.3, UGM FP inh 0.0 and Rv3671c protease -1.
Screening COCCN(CCOC)Cc1c(C)[nH]c2ccccc2c1=O returned PriA SSB inh -13, DUSP3 inh -16, FBA Mtb inh -3, MazF activator 9, GDH-TPI counter 11, 3CLpro inhibitor 2, Vc quorum ag -0.3, BioA inh -1.4, UGM FP inh 3.4 and Rv3671c protease -6.
`Cc1ccc(C(=O)N/N=C/c2cccc(OC(=O)/C=C/c3ccco3)c2)cn1` gave DUSP3 inh 21, FBA Mtb inh 0, MazF activator 10, GDH-TPI counter -2, 3CLpro inhibitor -2, Vc quorum ag -0.5, UGM FP inh 3.8 and Rv3671c protease -10.
For CCOc1ccccc1C1C(C#N)=C(N)Oc2cc(C)n(C)c(=O)c21 (centres undefined) the results were PriA SSB inh -11, DUSP3 inh 17, FBA Mtb inh 0, MazF activator -1, GDH-TPI counter -3, 3CLpro inhibitor -8, Vc quorum ag inactive, BioA inh -0.6, UGM FP inh 1.6 and Rv3671c protease 4.
Screening CSc1ncc(CN2CCc3c([nH]c4ccccc34)C2c2cccc(C)n2)cn1 (centres undefined) returned PriA SSB inh 9, DUSP3 inh -4, FBA Mtb inh 3, MazF activator -3, GDH-TPI counter 7, 3CLpro inhibitor 3, Vc quorum ag inactive, BioA inh 1.4, UGM FP inh -5.7 and Rv3671c protease 1.
`COc1ccc2c(c1)NC(c1ccc(N(C)C)cc1)c1cccn1-2` (centres undefined) gave PriA SSB inh -17, DUSP3 inh -7, FBA Mtb inh 21, MazF activator 5, GDH-TPI counter 16, 3CLpro inhibitor -6, Vc quorum ag -3.5, BioA inh 0.8, UGM FP inh -3.7 and Rv3671c protease 1.
Cc1cc(C)n(-c2nc(NCC(C)O)c3c4c(sc3n2)CCCC4)n1 (centres undefined) was read as PriA SSB inh -4, DUSP3 inh 9, FBA Mtb inh 21, MazF activator 9, GDH-TPI counter 0, 3CLpro inhibitor 2, Vc quorum ag inactive, BioA inh 0.6, UGM FP inh -0.4 and Rv3671c protease 6.
`COc1ccc(CNC(=O)COC(=O)CCCOc2ccc(Cl)cc2Cl)cc1` gave PriA SSB inh -13, DUSP3 inh 18, FBA Mtb inh 0, MazF activator -5, GDH-TPI counter 3, 3CLpro inhibitor 1, Vc quorum ag inactive, UGM FP inh -0.8 and Rv3671c protease 2.
COc1ccc(Br)cc1CN(C)CC(O)COc1ccc(Br)cc1 (centres undefined) was read as PriA SSB inh -17, DUSP3 inh 38, FBA Mtb inh 53*, MazF activator 0, GDH-TPI counter 16, 3CLpro inhibitor 3, Vc quorum ag 0.0, BioA inh -1.4, UGM FP inh 2.1 and Rv3671c protease -1.
`COc1cc(/C=C/C(=O)OCC(=O)NC(=O)NC(C)(C)C)cc(OC)c1OC` gave PriA SSB inh 0, DUSP3 inh 3, FBA Mtb inh 8, MazF activator 9, GDH-TPI counter 3, 3CLpro inhibitor 9, Vc quorum ag -0.4, UGM FP inh 1.1 and Rv3671c protease 4.
For CC1Cc2ccccc2N1C(=O)CN(C)CC(=O)Nc1cccc(F)c1 (centres undefined) the results were PriA SSB inh 7, FBA Mtb inh 0, MazF activator 2, GDH-TPI counter 4, Vc quorum ag inactive, BioA inh 12, UGM FP inh 0.3 and Rv3671c protease -1.
COc1ccc2c(c1)CCCC21NC(=O)N(CC(=O)c2cc(F)ccc2F)C1=O (centres undefined) was read as PriA SSB inh -10, FBA Mtb inh -2, MazF activator -4, GDH-TPI counter 4, Vc quorum ag -0.8, BioA inh 0.1, UGM FP inh 0.9 and Rv3671c protease -3.
Screening C=CCn1c(O)c(N=NC(=S)Nc2cccc(C)c2)c2ccccc21 returned PriA SSB inh 28, DUSP3 inh 40, FBA Mtb inh -6, MazF activator 2, GDH-TPI counter 7, 3CLpro inhibitor 3, Vc quorum ag 0.3, UGM FP inh -0.9 and Rv3671c protease 1.
For N#C/C(=C\c1cccnc1)C(=O)Nc1ccc(Cl)cc1 the results were PriA SSB inh 6, DUSP3 inh 21, FBA Mtb inh 0, MazF activator -1, GDH-TPI counter 2, 3CLpro inhibitor -8, Vc quorum ag inactive, BioA inh 7.2, UGM FP inh 3.3 and Rv3671c protease -4.
`Cc1cc(OCCCCOc2ccc(S(N)(=O)=O)c(C)c2)ccc1S(N)(=O)=O` gave PriA SSB inh -17, DUSP3 inh -5, FBA Mtb inh 3, MazF activator -3, GDH-TPI counter 2, 3CLpro inhibitor -6, Vc quorum ag 1.4, BioA inh 0.7, UGM FP inh 0.4 and Rv3671c protease -12.

Filtered by structure: those above containing an NH in an aromatic ring (two)
Screening COCCN(CCOC)Cc1c(C)[nH]c2ccccc2c1=O returned PriA SSB inh -13, DUSP3 inh -16, FBA Mtb inh -3, MazF activator 9, GDH-TPI counter 11, 3CLpro inhibitor 2, Vc quorum ag -0.3, BioA inh -1.4, UGM FP inh 3.4 and Rv3671c protease -6.
Screening CSc1ncc(CN2CCc3c([nH]c4ccccc34)C2c2cccc(C)n2)cn1 (centres undefined) returned PriA SSB inh 9, DUSP3 inh -4, FBA Mtb inh 3, MazF activator -3, GDH-TPI counter 7, 3CLpro inhibitor 3, Vc quorum ag inactive, BioA inh 1.4, UGM FP inh -5.7 and Rv3671c protease 1.

Carrying on.
`CCOC(=O)c1cccc(N2C(=O)Nc3ccccc3N2O)c1` gave PriA SSB inh -1, DUSP3 inh -11, FBA Mtb inh 0, MazF activator 8, GDH-TPI counter 3, 3CLpro inhibitor -7, Vc quorum ag -0.6, BioA inh -2.3, UGM FP inh -0.5 and Rv3671c protease 2.
Screening Cc1cc(/C=C2/C(=N)N3C(=NC2=O)SN=C3S(C)(=O)=O)c(C)n1-c1ccccc1 returned PriA SSB inh 7, DUSP3 inh 11, FBA Mtb inh 3, MazF activator -2, GDH-TPI counter 6, 3CLpro inhibitor -1, Vc quorum ag -0.4, UGM FP inh 2.2 and Rv3671c protease -15.
`CCn1cc(CN2CCN(Cc3ccsc3)C(CCO)C2)cn1` (centres undefined) gave PriA SSB inh -4, DUSP3 inh -6, FBA Mtb inh 1, MazF activator 0, GDH-TPI counter -1, 3CLpro inhibitor -6, Vc quorum ag -0.3, UGM FP inh 2.2 and Rv3671c protease 4.
`COc1ccccc1NS(=O)(=O)c1cccc(C(=O)NNC(=O)C(C)NC(=O)c2ccco2)c1` (centres undefined) gave PriA SSB inh 2, FBA Mtb inh -1, MazF activator -2, GDH-TPI counter -5, Vc quorum ag -0.4, BioA inh -0.6, UGM FP inh 0.8 and Rv3671c protease -5.
`Cc1csc(NC(=O)CSc2nnc(-c3ccoc3C)o2)n1` gave PriA SSB inh -18, DUSP3 inh -2, FBA Mtb inh 0, MazF activator 6, GDH-TPI counter 0, 3CLpro inhibitor 2, Vc quorum ag inactive, BioA inh -1.7, UGM FP inh -3.0 and Rv3671c protease 6.
`Cc1nc(-c2nc(-c3c(C(=O)NNC(=O)Nc4cccc(Cl)c4)noc3C)cs2)cs1` gave PriA SSB inh 1, DUSP3 inh 14, FBA Mtb inh -2, MazF activator 7, GDH-TPI counter 0, 3CLpro inhibitor 1, Vc quorum ag -0.4, BioA inh -1.4, UGM FP inh -0.9 and Rv3671c protease -12.
For NS(=O)(=O)c1cccc(NC(=O)COC(=O)c2ccccc2SCC(=O)N2CCCC2)c1 the results were PriA SSB inh -5, FBA Mtb inh 6, MazF activator 3, GDH-TPI counter 8, Vc quorum ag -0.9, BioA inh -0.6, UGM FP inh 2.8 and Rv3671c protease -5.
`Cc1ccc(S(=O)(=O)NNC(=O)c2ccc(F)cc2)cc1` gave PriA SSB inh -27, DUSP3 inh 21, FBA Mtb inh 0, MazF activator 10, GDH-TPI counter -3, 3CLpro inhibitor -3, Vc quorum ag inactive, BioA inh 0.3, UGM FP inh 3.0 and Rv3671c protease 4.
Cc1ccc(NC(=O)COc2ccccc2C#N)cc1S(=O)(=O)N1CCCCCC1 was read as PriA SSB inh -1, FBA Mtb inh -1, MazF activator -4, GDH-TPI counter -2, Vc quorum ag 3.1, BioA inh 0.2 and Rv3671c protease -26.
`CCOC(=O)C1(Cc2cccc(OC)c2)CCN(Cc2cnc(N)nc2)CC1` gave PriA SSB inh -14, DUSP3 inh 17, FBA Mtb inh 2, MazF activator 7, GDH-TPI counter -5, 3CLpro inhibitor 7, Vc quorum ag inactive, UGM FP inh -2.2 and Rv3671c protease 6.

The final 2 entries of the section before lead into the next:
Cc1ccc(NC(=O)COc2ccccc2C#N)cc1S(=O)(=O)N1CCCCCC1 was read as PriA SSB inh -1, FBA Mtb inh -1, MazF activator -4, GDH-TPI counter -2, Vc quorum ag 3.1, BioA inh 0.2 and Rv3671c protease -26.
`CCOC(=O)C1(Cc2cccc(OC)c2)CCN(Cc2cnc(N)nc2)CC1` gave PriA SSB inh -14, DUSP3 inh 17, FBA Mtb inh 2, MazF activator 7, GDH-TPI counter -5, 3CLpro inhibitor 7, Vc quorum ag inactive, UGM FP inh -2.2 and Rv3671c protease 6.
`O=C(NCc1ccc(F)cc1)C1CCCN(C(=O)Nc2ccccc2)C1` (centres undefined) gave PriA SSB inh -3, DUSP3 inh 10, FBA Mtb inh -1, MazF activator -1, GDH-TPI counter -2, 3CLpro inhibitor -4, Vc quorum ag inactive, BioA inh 2.7, UGM FP inh 0.5 and Rv3671c protease -5.
For Cc1cc(C)c(S(=O)(=O)c2cccc(Br)c2C)c(=O)[nH]1 the results were PriA SSB inh -5, DUSP3 inh 61, FBA Mtb inh 7, MazF activator 1, GDH-TPI counter 5, 3CLpro inhibitor -6, Vc quorum ag -0.6, BioA inh -2.2, UGM FP inh 2.3 and Rv3671c protease -8.
`CC1CC(=O)Nc2ccccc2N1C(=O)COc1ccc2cc(Br)ccc2c1` (centres undefined) gave PriA SSB inh -8, FBA Mtb inh 1, MazF activator 6, GDH-TPI counter 7, Vc quorum ag -0.6, BioA inh 0.2, UGM FP inh -2.4 and Rv3671c protease -3.
Screening CN(Cc1ccccc1)C(=O)c1cccc(NC(=O)Cc2ccc(NC(=O)C3CCCN(C(=O)C4CCCCC4)C3)cc2)c1 (centres undefined) returned PriA SSB inh -1, FBA Mtb inh 0, MazF activator -5, GDH-TPI counter 5, Vc quorum ag -1.1 and BioA inh -3.0.
`CC(=O)Nc1cc(-c2nn3c(C)nnc3s2)ccc1C` gave PriA SSB inh 2, DUSP3 inh 0, FBA Mtb inh 1, MazF activator 10, GDH-TPI counter -1, 3CLpro inhibitor 4, Vc quorum ag -0.6, BioA inh -0.5, UGM FP inh 0.6 and Rv3671c protease 1.
